Screening results: PubChem, Sanford-Burnham Center for Chemical Genomics
EBI2 antag = blocks human EBI2 receptor beta-arrestin signaling; EBI2 beta-arrestin recruitment, luminescence, 7a,25-OHC stimulated; inhibition, % at 5 µM; 360,000 tested, 0.81% active; AID 651636; in the data active = inhibition above about 38%;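 also: enzyme fragment complementation signal reports receptor beta-arrestin coupling in cells; 0% = agonist plus DMSO wells and 100% = wells without agonist; some results beyond the cut were filed as inactive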
Target sequence (P32249 whole entry, looked up, the tested form may be a part): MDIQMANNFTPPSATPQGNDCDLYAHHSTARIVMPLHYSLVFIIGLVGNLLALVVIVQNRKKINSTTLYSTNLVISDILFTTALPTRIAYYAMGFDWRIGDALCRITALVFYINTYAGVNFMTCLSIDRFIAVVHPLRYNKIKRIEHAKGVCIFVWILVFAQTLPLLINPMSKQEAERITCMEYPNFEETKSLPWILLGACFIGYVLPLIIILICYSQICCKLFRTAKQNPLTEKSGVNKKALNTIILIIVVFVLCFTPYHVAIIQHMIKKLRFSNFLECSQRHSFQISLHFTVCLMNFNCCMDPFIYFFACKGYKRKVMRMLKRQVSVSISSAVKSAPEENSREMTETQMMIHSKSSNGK
XBP1 UPR activ = activators of adaptive arm of unfolded protein response (XBP1) | CHO-XBP1 luciferase reporter, IRE1-XBP1 UPR activation, luminescence; percent of tunicamycin response, DMSO as zero | 330,000 tested, 0.33% active | AID 463104 | activation, % at 20 µM;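 active = versus positive control, 20 µM dose yields 30% or more activation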;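 also: 100% = tunicamycin at 10 µg/mL and 0% = DMSO only wells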
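Material: CHO cell line with stable XBP1 luciferase reporter; schedule: 16-18 h cell attachment at 37 °C, then 6 h compound exposure; signal: glow luminescence from Steady-Glo reagent; medium: serum-containing F12 medium, 10% FBS; benchmarks: tunicamycin 10 µg/mL and vehicle-only wells; read-out: percent activation relative to tunicamycin reference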
CXCR6 block = CXCR6 (human) receptor inhibition; CHO-K1 PathHunter CXCR6 beta-arrestin, luminescence; inhibition, % at 20 µM; 360,000 tested, 0.36% active; AID 602244; in the data active = inhibition above about 34%, passing the limit was not always enough;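 also: antagonist mode with CXCL16 agonist at 10 nM final; 0% = 10 nM CXCL16 with DMSO and 100% = unstimulated wells without agonist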
Target sequence (O00574 whole entry, looked up): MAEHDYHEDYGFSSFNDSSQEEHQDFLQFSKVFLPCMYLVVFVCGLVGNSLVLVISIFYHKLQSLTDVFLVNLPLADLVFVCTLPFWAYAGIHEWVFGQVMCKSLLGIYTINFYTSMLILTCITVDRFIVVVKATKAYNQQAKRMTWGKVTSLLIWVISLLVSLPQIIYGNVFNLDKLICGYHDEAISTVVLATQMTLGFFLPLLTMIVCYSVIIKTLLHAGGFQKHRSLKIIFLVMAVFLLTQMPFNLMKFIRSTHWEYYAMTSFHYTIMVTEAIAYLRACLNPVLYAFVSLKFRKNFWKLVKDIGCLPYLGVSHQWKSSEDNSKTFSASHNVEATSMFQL
CHOP UPR activ = apoptotic UPR (CHOP) activation. CHO-CHOP luciferase reporter, luminescence; percent of tunicamycin response over DMSO baseline. activation, % at 10 µM. 330,000 tested, 0.34% active;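 active = at 10 µM dose, activation of 40% or more, normalized to positive control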;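 also: 100% = tunicamycin at 10 µg/mL and 0% = DMSO alone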
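Test system: CHO-CHOP cells, stable luciferase reporter of PERK-eIF2a-CHOP signalling | Quantity: 500 CHO-CHOP cells per well | Buffer or medium: F12 plus 10% serum | Compound dosing: 10 µM single point, 0.5% DMSO | Schedule: 6 h compound treatment, 37 °C | Signal: Luciferase luminescence | Control set: Tunicamycin high control, DMSO low control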
Jurkat NFkB inh = inhibitors of the PMA/ionomycin-induced NF-kB reporter in Jurkat cells | PMA/ionomycin-induced NF-kB luciferase reporter, luminescence | inhibition, % at 4 µM | 330,000 tested, 0.53% active | AID 435003; in the data active = inhibition above about 50%
CCR6 antag = CCR6 (human) receptor antagonism. P51684. CHO-K1 CCR6 PathHunter beta-arrestin, luminescence, CCL20-stimulated. inhibition, % at 20 µM. 340,000 tested, 0.49% active;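 active = compounds whose inhibition of the agonist-driven luminescence signal at 20 µM reaches about 50%, limit read from the data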;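 also: cells stimulated with CCL20 at 14 nM final; plate controls were DMSO with CCL20 for no effect and DMSO without agonist for full effect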
Target sequence (P51684 whole entry, looked up): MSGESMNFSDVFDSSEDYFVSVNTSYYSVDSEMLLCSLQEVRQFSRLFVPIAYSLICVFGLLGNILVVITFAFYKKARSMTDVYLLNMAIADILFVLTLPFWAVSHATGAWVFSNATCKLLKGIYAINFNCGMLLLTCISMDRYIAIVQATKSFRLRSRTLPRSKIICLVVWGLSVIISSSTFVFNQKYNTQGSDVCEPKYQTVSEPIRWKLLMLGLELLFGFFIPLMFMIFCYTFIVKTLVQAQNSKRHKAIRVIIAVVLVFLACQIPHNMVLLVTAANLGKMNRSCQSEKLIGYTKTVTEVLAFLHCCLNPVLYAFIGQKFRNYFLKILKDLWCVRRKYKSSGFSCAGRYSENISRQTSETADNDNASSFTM
697 NFkB inh = inhibitors of the PMA/ionomycin-induced NF-kB reporter in 697 B cells | 330,000 tested, 0.33% active | 697 B-cell NF-kB luciferase reporter, 16 h | inhibition, % at 4 µM; in the data active = inhibition above about 35%
Mdm2 MdmX PPI = human Mdm2/MdmX binding inhibition | inhibition, % at 8 µM | O15151+Q00987 | 330,000 tested, 3% active | SaOS-2 split-luciferase Mdm2/MdmX complementation, luminescence;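 active = inhibition of at least 50% at 8 µM in the primary screen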
Gli-Sufu block = blocks Gli-Sufu signaling in a luciferase reporter; 340,000 tested, 0.74% active; inhibition, % at 5 µM; AID 588413; Sufu-KO-LIGHT fibroblasts, Gli luciferase reporter luminescence;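 active = inhibition above about 55%, limit read from the data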;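 also: 0% = DMSO-treated cells and 100% = wells with medium but no cells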
* hit, by the source's call; · = not tested or not shown.

SMILES	EBI2 antag	XBP1 UPR activ	CXCR6 block	CHOP UPR activ	Jurkat NFkB inh	CCR6 antag	697 NFkB inh	Mdm2 MdmX PPI	Gli-Sufu block
c1ccc(Oc2cccc(OCCCCSc3ncccn3)c2)cc1	2	0	5	-1.7	-1	5	4	-16	-19
CCCOc1ccc(-c2c(C(=O)N/N=C/c3ccccc3OCC)nnn2-c2nonc2N)cc1	-2	-6	9	0.8	-7	8	9	4	-4
CCCc1cc(CNC(=O)C2CCC(=O)N(Cc3ccccc3F)C2)on1 (configuration not stated)	-6	0	1	0.6	-3	-5	0	12	-17
COc1ccc(/C=N/N=C2\SC(CC(=O)O)C(=O)N2c2ccccc2)cc1 (configuration not stated)	-7	2	-3	-0.6	-5	3	7	-2	-6
COCCNCCCOc1ccc(Cl)cc1Br	-10	-1	6	-2.7	1	1	12	-12	5
Cc1cccc(-n2nc([N+](=O)[O-])c(=NCc3cccnc3)n2O)c1	-18	1	-14	0.6	-17	10	-50	-31	7
COC(=O)c1ccc(-c2nc3ccccc3[nH]2)cc1	0	-2	-8	-0.8	-95	12	-166	-231	-89
CCCOc1ccc(CC2CCC(=O)NC2=O)cc1 (configuration not stated)	11	2	-8	-1.5	3	20	-4	-2	-3
O=C(NC1CC1)c1scc2c1OCCO2	-3	1	4	0.9	-5	-22	15	19	-2
COc1cc(CNCC2CCCO2)ccc1OCC(N)=O (configuration not stated)	-4	4	8	1.5	2	0	17	-7	1

Whole records as entered above:
c1ccc(Oc2cccc(OCCCCSc3ncccn3)c2)cc1 is listed as EBI2 antag: 2; XBP1 UPR activ: 0; CXCR6 block: 5; CHOP UPR activ: -1.7; Jurkat NFkB inh: -1; CCR6 antag: 5; 697 NFkB inh: 4; Mdm2 MdmX PPI: -16; Gli-Sufu block: -19
COC(=O)c1ccc(-c2nc3ccccc3[nH]2)cc1 is listed as EBI2 antag: 0; XBP1 UPR activ: -2; CXCR6 block: -8; CHOP UPR activ: -0.8; Jurkat NFkB inh: -95; CCR6 antag: 12; 697 NFkB inh: -166; Mdm2 MdmX PPI: -231; Gli-Sufu block: -89
CCCc1cc(CNC(=O)C2CCC(=O)N(Cc3ccccc3F)C2)on1 (configuration not stated) is listed as EBI2 antag: -6; XBP1 UPR activ: 0; CXCR6 block: 1; CHOP UPR activ: 0.6; Jurkat NFkB inh: -3; CCR6 antag: -5; 697 NFkB inh: 0; Mdm2 MdmX PPI: 12; Gli-Sufu block: -17

Remaining list, next part:
SMILES	EBI2 antag	XBP1 UPR activ	CXCR6 block	CHOP UPR activ	Jurkat NFkB inh	CCR6 antag	697 NFkB inh	Mdm2 MdmX PPI	Gli-Sufu block
Cc1ccc(NC(=O)c2nc[nH]c2C(=O)NC2CCN(C(=O)OC(C)(C)C)CC2)cc1	-7	1	13	3.4	13	-6	-9	34	8
NC(=O)c1nsc(C(=O)N(c2ccccc2)C(C(=O)NCc2ccc(F)cc2)c2ccc(O)cc2)c1N (configuration not stated)	-6	-5	6	1.7	2	10	18	39	27
Cc1ccnc(NC2(C(F)(F)F)N=C(c3ccccc3)NC2=O)c1 (configuration not stated)	-6	-2	8	-2.0	-6	-2	7	20	0
CC(C)(C)NC(=O)CN(C(=O)CNS(=O)(=O)c1ccc(Cl)cc1)c1ccc2c(c1)OCCO2	4	-5	4	2.8	2	16	-1	26	23
COc1ccc(S(=O)(=O)N2CCOCC2)cc1NC(=O)COC(=O)C1CCC1	-7	0	5	-1.1	-14	15	5	17	-7
Cc1cc(C)c2c(=O)cc(C(=O)NCc3ccccc3)oc2c1	-6	-5	7	0.2	-5	3	18	17	13
CC(C)(CNC(=O)c1ccc(-c2cccc(C(F)(F)F)c2)o1)N1CCOCC1	12	-4	-4	-1.4	5	23	-3	-7	5
COc1ccc(NC(=O)N(C)C[C@H]2Oc3ccc(NS(=O)(=O)c4cccs4)cc3C(=O)N([C@@H](C)CO)C[C@@H]2C)cc1	-5	-2	-4	-1.4	3	-6	-1	-10	1
Cc1cc(C)nc(N/C(=N\S(=O)(=O)Cc2ccccc2)Nc2ccc(F)c(Cl)c2)n1	24	0	2	1.4	10	26	18	14	10
CC(C)C1CC(CCNCc2ccc(N(C)C)cc2)(c2ccccc2)CCO1 (configuration not stated)	-3	0	3	0.8	16	-6	-10	34	4
COc1cccc(CN2C(=NC(=O)C3CC3)SC3CS(=O)(=O)CC32)c1 (configuration not stated)	3	-5	1	1.8	-1	16	0	15	-9
CCOc1ccc(CN(C)Cc2cc(=O)oc3cc(C)c(Cl)cc23)cc1	31	0	0	2.6	7	19	-8	-12	20
Cc1csc(NC(=O)CN2C(=O)COc3ccc(Cl)cc32)n1	-2	-4	-2	0.4	21	-2	-3	-16	1
Cc1ccccc1NC(=O)CSc1nnc(C2CC2)n1CC1CCCO1 (configuration not stated)	-3	-5	-4	2.4	-3	-6	15	12	-27
Cc1cccc(OCC(=O)Nc2cc(C)ccc2O)c1	15	-3	-4	-1.7	72*	-6	29	3	21
Cc1ccc(S(=O)(=O)N2CCN(C(=O)c3ccc(N4CCCC4)c([N+](=O)[O-])c3)CC2)cc1	21	-3	-2	2.9	-3	16	10	-11	-5
CCC(Sc1nc2ccncc2[nH]1)C(=O)Nc1ccc(C)c(Cl)c1 (configuration not stated)	3	0	-6	-1.3	-14	0	-21	-4	-4
COc1cccc(-n2c(SCC(=O)N3CCOCC3)nnc2-c2c[nH]c3ccccc23)c1	-3	-1	2	-0.2	-2	21	10	1	-1
Cn1ccnc1SCc1ccc([N+](=O)[O-])cc1	3	-1	-3	1.6	8	-16	2	-4	0
Cc1nc2ccc(Cl)cc2nc(C)/c1=N\O	3	2	-1	-0.9	-12	17	-5	4	4
O=C(/C=C/c1c(F)cccc1Cl)Nc1nc2ccccc2[nH]1	1	7	-4	6.2	-100	21	-200	1	-57
Cc1occc1C(=O)NC(C)c1ccc2c(c1)OCO2 (configuration not stated)	-12	-1	9	-0.7	0	-4	-2	-3	3
CCn1nc(C)cc1C(=O)NC1CCCc2c1cnn2-c1ccc(C)c(C)c1 (configuration not stated)	2	-2	-12	0.1	43	11	-39	45	29
COc1ccccc1NS(=O)(=O)c1cccc(C(=O)N/N=C/c2ccc(C)o2)c1	-2	-3	7	0.2	-3	-1	11	24	-7
CC(NC(=O)c1cc2sccc2n1C)c1ccc2c(c1)OCCO2 (configuration not stated)	-10	-1	-9	1.1	-26	-3	-18	8	11
CN(Cc1ccc(C(F)(F)F)cc1)C(=O)c1ccc2ccccc2n1	8	9	4	-1.0	13	8	-1	-2	11
CN(CC(=O)Nc1ccccc1Br)Cc1nc2ccccc2c(=O)[nH]1	-1	-1	-2	-2.3	-28	-11	8	15	-2
CN(C)/N=C/c1ccc(OC(=O)c2cccc([N+](=O)[O-])c2)cc1	1	6	-2	-1.1	2	-3	-7	-2	16
CNc1nc(-c2ccc3c(c2)CCN3C(=O)c2ccccc2F)cs1	5	·	0	·	·	2	·	·	-114
O=C(Oc1ccc(Br)cc1C(=S)N1CCOCC1)c1ccc([N+](=O)[O-])cc1[N+](=O)[O-]	0	1	4	13	-12	7	-1	33	7
C[C@@H]1CN(c2nc3nonc3nc2N2CCSCC2)C[C@H](C)O1	2	1	0	2.3	8	1	9	3	-12
Cc1ccc(CSCC(=O)Nc2cc(S(=O)(=O)N3CCOCC3)ccc2OCC(F)(F)F)cc1	2	·	12	·	·	23	·	·	-1
Cc1ccc(/C=C/C(=O)O)cc1S(=O)(=O)Nc1ccccc1C(=O)O	-3	-3	-3	-2.1	2	3	-1	21	-5
O=C(N/N=C/c1cn(-c2ccccc2)nc1-c1cc2ccccc2o1)c1cccnc1	-3	2	1	-4.7	-122	-4	-93	-37	-68
O=S(=O)(Cc1nc2ccccc2s1)c1ccccc1	0	3	-9	3.6	-104	-6	-103	-32	-71
COC(=O)CN(c1ccc(C)cc1)S(=O)(=O)c1c(C)[nH]c(=O)[nH]c1=O	-3	0	7	1.4	0	0	16	-20	·
CC(C)(C)OC(=O)N1CCCC1C(=O)N1CCc2ccccc21 (configuration not stated)	3	0	-3	-0.4	11	-3	7	-24	-24
O=S(=O)(NCc1ccccc1Cl)c1cccs1	2	-3	-2	1.5	2	3	-4	-16	0
O=C(NCCC1=CCCCC1)c1cc2ccccc2oc1=O	9	7	2	3.3	13	3	7	16	-1
CCc1ccc2c(c1)C(O)(CC(=O)c1cccs1)C(=O)N2 (configuration not stated)	7	0	-6	-0.3	2	-6	9	15	-26
CC(Cc1cccs1)NC(=S)Nc1ccccc1 (configuration not stated)	9	-1	4	-1.6	-23	13	-15	-26	1
COc1cc(Nc2c3c(nc4ccccc24)CCC3)cc(OC)c1OC	-18	3	11	0.7	43	4	-37	88*	46
O=C(COC(=O)c1ccc(CNS(=O)(=O)c2ccc(F)c(Cl)c2)cc1)NCC1CCCCC1	1	-1	-9	0.1	6	-1	18	11	-7
COc1ccc(NC(=O)Nc2ccc(C)cc2Br)c(OC)c1	3	-2	1	2.6	9	2	30	46	4
O=C(NCCc1nc2ccccc2[nH]1)/C(=C/c1ccc2c(c1)OCO2)NC(=O)c1ccc(Cl)cc1Cl	9	-4	6	1.8	-6	-16	-12	-18	12
COc1ccc(Cl)cc1NC(=S)N1CCN(c2ncccn2)CC1	-8	-1	-4	0.5	12	-1	-1	21	3
CC(=O)c1ccc(S(=O)(=O)NCCC(=O)N2CCN(c3ccccn3)CC2)cc1	0	1	-15	-0.4	0	-2	13	16	-5
COC(=O)Cc1cc(=O)[nH]c(/N=C(\N)Nc2ccc(C(C)C)cc2)n1	1	0	-3	-0.1	-4	-13	0	-5	36
O=C1NCCCC2c3cc(O)c4ccccc4c3OC12N1CCCCC1 (configuration not stated)	·	-3	·	3.8	18	·	10	36	·
C=CCNC(=S)N1CCN(CCN=Cc2c(C)[nH]n(-c3ccc([N+](=O)[O-])cc3)c2=O)CC1	-6	1	3	-0.8	-4	1	30	-9	2

Further compounds follow:
SMILES	EBI2 antag	XBP1 UPR activ	CXCR6 block	CHOP UPR activ	Jurkat NFkB inh	CCR6 antag	697 NFkB inh	Mdm2 MdmX PPI	Gli-Sufu block
COc1ccc(-c2cc(C(=O)NC3CCCC3)c3ccccc3n2)cc1	4	-1	2	1.7	1	19	8	2	-3
Cc1ccccc1NC(=O)Cc1nc(COC(=O)CCc2ccccc2)cs1	0	-2	7	-2.4	-13	-1	9	15	28
O=[N+]([O-])c1ccc2nc(Cl)nc(-c3ccccc3)c2c1	-4	16	-5	106*	16	-7	13	96*	-1
CC1=C(C(=O)Nc2ccc(F)cc2)C(c2ccc(C)o2)C2=C(CC(C)(C)CC2=O)N1 (configuration not stated)	1	-3	-5	1.2	2	17	3	11	-11
COc1cccc(-c2nnc(SCC(=O)Nc3cc(C)on3)o2)c1	-6	3	-4	-0.2	-33	-3	-32	-15	2
Cc1ccc(S(=O)(=O)N2CCCCC2)cc1NC(=O)C1=NN(c2ccccc2)C(=O)CC1	-4	-1	2	-2.1	-5	10	-12	-24	-16
CCCn1nnc(NC(=O)c2cccc(OCC(C)C)c2)n1	-8	0	5	2.8	-26	5	-13	-23	-13
CCN(C(=O)Cn1nc(C)c([N+](=O)[O-])c1C)C1CCS(=O)(=O)C1 (configuration not stated)	0	-2	-1	3.7	-5	2	-17	-7	-11
CCN(CC)CCN1C(=O)c2oc3ccccc3c(=O)c2C1c1ccccc1 (configuration not stated)	-4	0	-9	-1.0	3	4	10	12	16
